Screens (PubChem BioAssay)
OXTR ag: human OXTR agonism. P30559. CHO-OTR cells, Fluo-8 calcium fluorescence; normalized: DMSO 0%, oxytocin 100%. activation, % at 3 µM. actives 0.32% (n = 320,000). AID 2435;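 active = activation above the mean of all tested compounds plus 3 SD, cutoff set per screening run, cut at about 20% in these data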;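 note: peak over basal fluorescence ratio from a 100 s FLIPR kinetic read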
Target sequence (P30559 whole entry, looked up): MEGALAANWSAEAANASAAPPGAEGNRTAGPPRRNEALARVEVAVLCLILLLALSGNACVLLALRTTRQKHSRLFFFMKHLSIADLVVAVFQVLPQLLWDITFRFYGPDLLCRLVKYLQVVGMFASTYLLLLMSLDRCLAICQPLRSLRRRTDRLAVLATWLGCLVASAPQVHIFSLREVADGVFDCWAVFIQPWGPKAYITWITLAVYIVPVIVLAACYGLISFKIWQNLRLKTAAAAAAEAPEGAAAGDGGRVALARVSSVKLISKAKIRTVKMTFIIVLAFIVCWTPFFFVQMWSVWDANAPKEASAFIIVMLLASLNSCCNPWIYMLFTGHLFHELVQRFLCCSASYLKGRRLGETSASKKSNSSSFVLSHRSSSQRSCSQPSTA
TAAR1 antagonist: antagonists of human TAAR1. CHO RD-HGA16 TAAR1, Fluo-8 calcium fluorescence, antagonist. actives 1.5% (n = 360,000). Q96RJ0. AID 624466. inhibition, % at 3 µM;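 active = inhibition above a per-plate cutoff, the mean inhibition of test compounds on that plate plus 3 SD, cut at about 49% in these data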;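 note: 0% = DMSO plus EC80 beta-PEA response and 100% = DMSO alone without agonist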
Target sequence (Q96RJ0 whole entry, looked up): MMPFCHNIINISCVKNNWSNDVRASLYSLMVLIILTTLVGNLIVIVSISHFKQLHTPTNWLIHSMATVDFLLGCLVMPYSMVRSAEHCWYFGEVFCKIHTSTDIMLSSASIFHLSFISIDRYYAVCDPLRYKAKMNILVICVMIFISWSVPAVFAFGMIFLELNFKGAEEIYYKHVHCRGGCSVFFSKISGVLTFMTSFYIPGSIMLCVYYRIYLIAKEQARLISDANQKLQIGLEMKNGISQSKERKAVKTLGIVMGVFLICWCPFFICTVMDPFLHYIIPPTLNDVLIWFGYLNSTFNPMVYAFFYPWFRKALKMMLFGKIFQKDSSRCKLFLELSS
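Assay system: RD-HGA16 CHO cells with stable hTAAR1 and Gα16 / Reagent: EC80 β-phenethylamine stimulus / Doses: 3 µM, single point / Timing: dye loading 75 min at 37 °C, then 30 min room temperature / Measured by: Fluo-8 intracellular calcium dye fluorescence, real-time kinetic reads / Controls: vehicle wells and EC80 agonist wells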
GPR7 antagonist: blocks human GPR7 receptor signaling; actives 1.1% (n = 290,000); AID 1861; inhibition, % at 4.4 µM; P48145; GPR7-expressing cells, fluorescence antagonist assay; in the data active = inhibition above about 16%, passing the limit was not always enough;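 note: cells stimulated with the agonist NPW; 0% = agonist with vehicle and 100% = vehicle without agonist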
Target sequence (P48145 whole entry, looked up): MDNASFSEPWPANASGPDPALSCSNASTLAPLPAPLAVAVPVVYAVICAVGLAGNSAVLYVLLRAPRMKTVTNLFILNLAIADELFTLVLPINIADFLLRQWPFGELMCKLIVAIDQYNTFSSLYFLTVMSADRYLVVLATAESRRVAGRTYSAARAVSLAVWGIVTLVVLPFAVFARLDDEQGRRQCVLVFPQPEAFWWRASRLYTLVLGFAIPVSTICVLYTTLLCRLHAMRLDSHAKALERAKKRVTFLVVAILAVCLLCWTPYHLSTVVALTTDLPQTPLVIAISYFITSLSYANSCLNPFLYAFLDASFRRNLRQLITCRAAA
CHO-K1 Ca PAM: nonselective activator or artifact in parental CHO-K1 calcium assay | activation, % at 3 µM | actives 0.02% (n = 360,000) | ATP EC20, Fluo-8 calcium fluorescence; 0% at ATP EC20, 100% at ATP max;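 active = activation above the run cutoff, the mean activation of all test compounds plus 3 SD, cut at about 40% in these data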;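 note: peak over basal fluorescence ratio in a 140 s read after ATP addition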
CHO-K1 Ca antag: M1 antagonist counterscreen hit in parental CHO-K1 cells; actives 0.6% (n = 360,000); ATP-induced calcium, Fluo-8 fluorescence; AID 602250; inhibition, % at 3 µM;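 active = inhibition above a per-plate cutoff, the plate's mean sample inhibition plus 3 SD, cut at about 24% in these data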;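 note: 0% = DMSO plus EC80 ATP and 100% = DMSO alone without ATP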
OXTR potentiator: potentiators of human oxytocin receptor; CHO-OTR cells, Fluo-8 calcium fluorescence, potentiator mode; 0% = oxytocin EC15, 100% = EC100; activation, % at 3 µM; P30559; actives 0.061% (n = 320,000);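 active = activation above that plate's cutoff, the mean activation of tested compounds plus 3 SD, cut at about 6.6% in these data, passing the limit was not always enough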;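 note: 100% uses oxytocin at 75 nM as the full agonist control; some results filed as inactive read as strong as hits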
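Assay system: CHO-OTR cells, human receptor / Also added: oxytocin at about EC15, sub-maximal agonist stimulus / Dosing: single dose, 3.0 µM nominal final compound concentration / Incubation: 6 min pre-incubation, 100 s read / Technique: Fluo-8 calcium dye fluorescence / Read-out: % activation vs EC15 and EC100 oxytocin / Benchmarks: EC15 oxytocin low, 75 nM oxytocin high / Replicates: singlicate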
CHO parental Ca: signal in parental CHO cells, OX1R antagonist counter-screen. parental CHO-K1, ATP-induced calcium, Fluo-8 fluorescence. actives 0.63% (n = 330,000). inhibition, % at 5.6 µM. AID 463079;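 active = inhibition above that plate's mean sample inhibition plus 3 SD, cut at about 26% in these data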;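 note: 0% = ATP-challenged DMSO wells and 100% = DMSO wells without ATP; some compounds past the cut are filed as inactive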
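Assay system: untransfected parental CHO cell line. Also added: ATP agonist challenge. Dosing: one dose, 5.6 µM nominal. Measured by: Fluo-8 fluorescence. Read-out: % inhibition. Benchmarks: ATP wells versus no-ATP DMSO wells. Repeats: no replicates.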
M1 ag parental: M1 agonist counterscreen hit in parental CHO-K1 cells. Fluo-8 calcium fluorescence; scaled to maximal ATP response, vehicle zero. actives 0.48% (n = 360,000). AID 602248. activation, % at 3 µM; in the data active = activation above about 15%;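 note: untransfected CHO-K1 host cells lacking M1 receptor as counterscreen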
V1aR counter: activates human V1a receptor in oxytocin agonist counter-screen. actives 0.25% (n = 320,000). AID 2797. CHO-V1R cells, Fluo-8 calcium fluorescence, agonist mode; 0% DMSO, 100% 3 nM vasopressin. P37288. activation, % at 3 µM;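 active = activation above the mean activation of all tested compounds plus 3 SD, per screening run, cut at about 20% in these data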;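 note: signal is peak over basal fluorescence ratio across a 100 second FLIPR read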
Numbers without * were called inactive; . = no result given.

SMILES	OXTR ag	TAAR1 antagonist	GPR7 antagonist	CHO-K1 Ca PAM	CHO-K1 Ca antag	OXTR potentiator	CHO parental Ca	M1 ag parental	V1aR counter
CCC1CCCCN1CCCNC(=O)c1ccc2nc(N3CCCCC3)sc2c1 (stereo unspecified)	-0.8	2	-4	4	-3	-3	-11	-0.5	0.0
O=C(COC(=O)c1ccc(Br)o1)Nc1ccc2[nH]c(=O)[nH]c2c1	2.0	-11	.	7	-8	1	-3	0.2	1.6
CCc1cccc(NC(=O)CCc2nc3sc4c(c3c(=O)[nH]2)CCCC4)c1	-0.1	3	.	-4	-12	-8	-27	1.5	0.0
O=C(CSc1nnnn1C1CCCC1)Nc1ccccc1F	-1.2	-11	17	12	-6	0	-14	0.2	0.0
Cc1ccc(NC(=O)NCC2CCN(Cc3cccc(Cl)c3)CC2)c(Cl)c1	1.4	-10	0	10	-16	-5	-19	0.6	1.3
COc1ccc(CNC(=S)Nc2cc(C)ccc2C)cc1	0.7	8	-4	-5	-4	-10	-4	0.2	0.4
O=C(CC1C(=O)NCCN1C(=S)Nc1ccccc1)Nc1ccc2c(c1)OCCO2 (stereo unspecified)	0.7	-13	-4	30	-23	2	0	0.5	0.5
O=C(c1ccc(F)cc1)C1CCN(C(=O)Nc2ccc(F)cc2F)CC1	3.5	-12	3	11	-4	-7	-7	4.3	5.5
O=S(=O)(Cc1cc(-c2ccc(Cl)cc2)no1)c1ccccc1	2.0	-14	-6	-6	-13	-9	-6	0.1	0.0
Cc1cnc(C(=O)OCC(=O)NC(=O)c2ccccc2)cn1	1.1	-15	.	6	-5	3	-5	0.1	0.8
Cc1ccc2cccc(OCCCOc3ccccc3CO)c2n1	1.8	50*	-17	14	-6	-11	-28	3.9	1.9
CC(C)(C)c1nnc2sc(SCC(=O)c3ccc(Cl)cc3)nn2c1=O	0.5	.	4	-1	5	0	-13	0.4	0.7
O=C(CN1CCN(S(=O)(=O)c2ccc(Cl)s2)CC1)N1CCCCC1	0.4	7	.	1	-1	-1	-9	0.0	1.1
CCCc1ccc2oc(C(=O)N3CCC[C@H]3CO)c(C)c2c1	-0.1	-15	-10	18	-6	-6	-12	0.4	1.4
O=C(COC(=O)c1ncc(Cl)c(Cl)c1Cl)NCc1cccs1	-0.4	-27	.	10	-11	-1	-16	1.2	-0.4
CC(C)OP(=O)(c1ccc(N(C)C)cc1)C(O)c1cccnc1 (stereo unspecified)	1.0	-12	-20	-1	0	-5	-19	0.8	-0.5
CCOC(=O)c1cncc(NC(=O)c2ccccc2)c1	0.0	10	-12	13	-6	-6	-10	0.6	0.9
OC(c1cccc(Cl)c1)c1nc(-c2csc3ccccc23)cs1 (stereo unspecified)	.	6	.	-5	3	.	.	0.2	.
CC12CCC(=O)N1C(C(=O)NNC(=O)c1cccc(Cl)c1)CS2 (stereo unspecified)	0.5	-5	.	2	3	-4	-9	1.4	-0.1
COC(=O)/C=C1\SC(=Nc2ccccc2)NC1=O	-0.3	-28	-2	2	11	2	-7	0.0	0.4
COc1cccc(CN2CCCN(S(=O)(=O)c3ccc(Br)cc3)CC2)c1	-0.7	.	8	4	-6	-8	-12	-0.3	0.8
CCN1C(=O)C2(C(C#N)=C(N)Oc3n[nH]c(-c4ccccc4)c32)c2ccccc21 (stereo unspecified)	0.6	11	-8	22	-9	-17	-9	0.6	0.1
Cc1noc(C)c1S(=O)(=O)NCCCN1CCN(Cc2ccccc2)CC1	0.7	.	-10	.	.	-12	-9	.	0.6
COC(=O)c1c(NC(=O)Cc2cccs2)sc2c1CCCC2	-2.3	-8	5	18	-17	-12	-23	-0.3	-0.3
O=C(Nc1cccnc1)c1sc2cccc(F)c2c1Cl	-2.2	-11	-4	18	-9	-2	-20	2.8	-0.3
CSCCC(NC(=O)c1ccccc1)C(=O)NNC(=O)c1ccccc1 (stereo unspecified)	0.0	7	.	11	-11	-2	1	0.1	1.3
O=C(NCc1ccco1)C(c1ccccc1)N(CC1CCCO1)C(=O)Cn1nnc2ccccc21 (stereo unspecified)	-1.2	-1	-7	1	5	-11	-18	0.3	-1.4
CC(C)Nc1nc(NC(C)C)nc(Oc2ccc(OCc3ccccc3)nn2)n1	-2.9	4	-9	13	-2	2	-20	1.9	-1.6
COc1cc(OC)cc(C(=O)Nc2ccc(-c3nc4ccccc4o3)cc2)c1	-0.8	64*	-15	19	-13	-9	-14	2.3	2.4
Cn1c(CN2CCOCC2)nnc1SCC(=O)Nc1ccc2c(c1)OCCO2	0.7	6	-3	14	-13	2	-6	0.4	-1.1

As a short view, 12 of the compounds above:
SMILES	OXTR ag	TAAR1 antagonist	GPR7 antagonist	CHO-K1 Ca PAM	CHO-K1 Ca antag	OXTR potentiator	CHO parental Ca	M1 ag parental	V1aR counter
CC12CCC(=O)N1C(C(=O)NNC(=O)c1cccc(Cl)c1)CS2 (stereo unspecified)	0.5	-5	.	2	3	-4	-9	1.4	-0.1
COC(=O)/C=C1\SC(=Nc2ccccc2)NC1=O	-0.3	-28	-2	2	11	2	-7	0.0	0.4
COc1cccc(CN2CCCN(S(=O)(=O)c3ccc(Br)cc3)CC2)c1	-0.7	.	8	4	-6	-8	-12	-0.3	0.8
CCN1C(=O)C2(C(C#N)=C(N)Oc3n[nH]c(-c4ccccc4)c32)c2ccccc21 (stereo unspecified)	0.6	11	-8	22	-9	-17	-9	0.6	0.1
Cc1noc(C)c1S(=O)(=O)NCCCN1CCN(Cc2ccccc2)CC1	0.7	.	-10	.	.	-12	-9	.	0.6
COC(=O)c1c(NC(=O)Cc2cccs2)sc2c1CCCC2	-2.3	-8	5	18	-17	-12	-23	-0.3	-0.3
O=C(Nc1cccnc1)c1sc2cccc(F)c2c1Cl	-2.2	-11	-4	18	-9	-2	-20	2.8	-0.3
CSCCC(NC(=O)c1ccccc1)C(=O)NNC(=O)c1ccccc1 (stereo unspecified)	0.0	7	.	11	-11	-2	1	0.1	1.3
O=C(NCc1ccco1)C(c1ccccc1)N(CC1CCCO1)C(=O)Cn1nnc2ccccc21 (stereo unspecified)	-1.2	-1	-7	1	5	-11	-18	0.3	-1.4
CC(C)Nc1nc(NC(C)C)nc(Oc2ccc(OCc3ccccc3)nn2)n1	-2.9	4	-9	13	-2	2	-20	1.9	-1.6
COc1cc(OC)cc(C(=O)Nc2ccc(-c3nc4ccccc4o3)cc2)c1	-0.8	64*	-15	19	-13	-9	-14	2.3	2.4
Cn1c(CN2CCOCC2)nnc1SCC(=O)Nc1ccc2c(c1)OCCO2	0.7	6	-3	14	-13	2	-6	0.4	-1.1

The listing continues:
SMILES	OXTR ag	TAAR1 antagonist	GPR7 antagonist	CHO-K1 Ca PAM	CHO-K1 Ca antag	OXTR potentiator	CHO parental Ca	M1 ag parental	V1aR counter
CCN1CCN(Cc2c3ccccc3cc3ccccc23)CC1	-1.2	-21	-12	14	-7	-6	-21	1.9	0.1
Cc1ccc(CN=Cc2[nH]c3ccc(Br)c(Cl)c3c2O)cc1	7.1	12	-9	8	-11	-6	-13	0.8	1.2
COc1ccc(OC)c(NC(=O)COC(=O)c2ccc(OC)c(S(=O)(=O)N3CCCC3)c2)c1	-0.3	2	.	20	-21	-1	-17	-0.1	0.0
COC(=O)c1ccc(/C=C2\N=C(SC)SC2=O)cc1	-0.3	-11	-10	23	-16	0	-9	0.6	1.5
O=C(c1cc(C2CC2)on1)N1CCOCC1	-0.3	-13	.	22	-17	-2	4	0.0	-0.7
FC(F)(F)c1nnc2ccc(N3CCCCC3)nn12	-1.4	-4	.	9	-11	-2	-3	1.5	-0.1
COc1ccc(NC(=O)c2oc3ccccc3c2C)cn1	-0.6	-21	-12	9	7	-3	-23	0.3	2.4
CC(C)(C)NC(=S)N/N=C/c1c(Cl)cccc1Cl	-2.3	-23	-13	-2	-2	-16	-36	0.2	-1.4
C=CCn1c(SCC(=O)Nc2sccc2C(N)=O)nc2sc(CC)cc2c1=O	4.0	7	-2	26	-11	-27	0	3.2	7.0
C=CCSc1nc2sc(C)c(C)c2c(=O)[nH]1	-1.8	-10	-12	-1	2	-6	-3	-0.5	-0.9
COc1ccc(C2CC(=O)c3cc(OC)c(OC)cc32)cc1OC (stereo unspecified)	2.8	-31	-12	-20	6	-7	-8	0.1	1.9
COc1ccccc1N1C(=O)C2C(C(=O)c3ccccc3)=NN(c3ccccc3OC)C2C1=O (stereo unspecified)	1.9	19	5	24	-11	-14	-10	4.2	1.9
CCOCCCNC(=O)c1cn(C)c2ccc(S(=O)(=O)N3CCCCC3)cc2c1=O	0.3	4	-6	20	-5	-5	-2	0.0	-0.2
O=C(NCc1ccco1)NC12CC3CC(CC(C3)C1)C2	-2.7	-13	-3	17	-3	2	3	1.0	-0.2
COC(=O)c1ccc(CSc2ncn[nH]2)o1	-0.5	0	-6	0	4	1	-5	-0.1	1.1
CCOC(=O)C1=CN(Cc2cccc(F)c2)S(=O)(=O)NC1c1ccc(F)c(Cl)c1 (stereo unspecified)	.	39	.	17	-9	.	-14	2.0	.
O=C(COc1ccccc1F)Nc1ccc(S(=O)(=O)Nc2nccs2)cc1	0.6	-5	-3	11	-8	-6	-10	-0.2	1.0
CC(C)(C)OC(=O)C(C(=O)OC(C)(C)C)c1ccc(Cl)nn1	-1.8	1	-6	8	-2	-11	-23	-0.2	0.2
C#CCOc1c(Cl)cc(/C=N/O)cc1OC	0.0	-13	-3	21	-9	-5	-8	-0.1	-0.6
Fc1ccc(-n2nnc(-c3cccnc3Cl)n2)cc1	-1.3	6	-9	16	-14	-7	-1	-0.1	-0.5
CN1CCN(S(=O)(=O)c2ccc(NC(=O)c3ccc(Br)o3)cc2)CC1	1.4	2	12	-4	8	-9	-4	0.1	1.0
CCCc1nc2ccccc2c(=O)n1NC(=O)c1c(O)c2cccc3c2n(c1=O)CCC3	-0.1	-1	-4	17	-13	4	-11	0.6	0.2
COCC(=O)Nc1cccc2ccccc12	1.0	2	-7	10	-9	-7	0	0.6	1.3
O=C(CN1C(=O)c2cccc3cccc1c23)Nc1ccc(S(=O)(=O)Nc2nccs2)cc1	-0.4	-2	8	11	-1	0	0	0.4	0.2
